Avidin fluor: avidin bead compound fluorescence profile; AID 1775; fluorescence (KMESF) at 10 µM; hit rate 0.38% among 220,000; Avidin beads, compound fluorescence 488/530 nm, flow cytometry; active compounds read high; in the data active = fluorescence above about 47; also: inactives centre near 10
Pf gametocyte: P. falciparum stage V gametocyte viability inhibition. hit rate 0.065% among 150,000. P. falciparum stage V gametocytes, ATP luminescence, 24 h. inhibition, % at 10.9 µM;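 active = inhibition above the mean plus 3 SD of compounds within the control limits, set per campaign, cut at about 38% in these data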;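 also: 0% = DMSO wells and 100% = medium only without gametocytes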
HRas wt GTP: modulators of GTP binding to human HRas wildtype. GTP binding activity, % at 10 µM. hit rate 0.14% among 190,000. GST-Ras wt beads, Bodipy-FL-GTP binding, flow cytometry; actives lie on both sides. P01112;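 active = GTP binding activity at least 20% away from the 100% baseline, either lowered as inhibitor or raised as activator; inconclusive = flagged as likely green fluorescent, judged across all proteins in the well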;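 also: 0% = unlabeled GTP competition control and 100% = no-compound control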
Target sequence (P01112 whole entry, looked up): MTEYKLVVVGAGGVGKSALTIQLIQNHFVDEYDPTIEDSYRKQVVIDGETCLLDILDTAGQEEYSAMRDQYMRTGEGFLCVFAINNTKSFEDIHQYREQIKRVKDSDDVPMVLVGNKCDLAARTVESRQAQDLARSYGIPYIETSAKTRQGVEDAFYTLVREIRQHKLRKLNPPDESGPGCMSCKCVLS
Rab7 wt modul: alters GTP binding to wildtype dog Rab7; GST-Rab7 beads, fluorescent GTP binding, flow cytometry; actives lie on both sides; untreated = 100%, excess cold GTP = 0%; GTP binding activity (percent of control), % at 10 µM; hit rate 0.055% among 190,000;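 active = fluorescent GTP binding to Rab7 beads changed by at least 20 points from the 100% baseline, either direction, mostly lower; inconclusive = compound itself probably fluorescent, or too few beads counted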;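 also: median green fluorescence of bound Bodipy-FL-GTP per Rab7 bead population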
Mcl1 Noxa PPI: disrupts binding of human Mcl-1 to Noxa peptide; Q07820; TR-FRET Mcl-1/Noxa peptide binding, 2 h; inhibition, % at 21.7 µM; hit rate 1.5% among 220,000; AID 1022;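 active = compounds that cut the protein-peptide binding signal by more than 50% relative to plate controls in a single-dose test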;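 also: His-tagged Mcl-1 with rhodamine Noxa BH3 peptide and terbium anti-His antibody; 0% = Mcl-1 plus Noxa peptide wells and 100% = peptide-only wells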
Rab2 wt GTP: changes GTP binding to wildtype dog Rab2A, up or down | P61105 | GST-Rab2 wt beads, Bodipy-GTP binding, flow cytometry | GTP binding activity, % at 10 µM | hit rate 0.19% among 190,000 | AID 760;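 active = GTP binding activity at least 20 points away from 100%, either lowered or raised; inconclusive = signal likely due to the compound's own green fluorescence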;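 also: 0% = beads with excess unlabeled GTP and 100% = no-compound control corrected for plate trend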
ABCG2 inh: inhibitors of human ABCG2 transporter, ABCB1 counter-screen. hit rate 0.1% among 190,000. inhibition, % at 6.6 µM. AID 1325. Q9UNQ0. IgMXP3 cells, JC-1 efflux, flow cytometry;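 active = inhibition above 80%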;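 also: 0% = DMSO and 100% = nicardipine control wells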
Target sequence (Q9UNQ0 whole entry, looked up): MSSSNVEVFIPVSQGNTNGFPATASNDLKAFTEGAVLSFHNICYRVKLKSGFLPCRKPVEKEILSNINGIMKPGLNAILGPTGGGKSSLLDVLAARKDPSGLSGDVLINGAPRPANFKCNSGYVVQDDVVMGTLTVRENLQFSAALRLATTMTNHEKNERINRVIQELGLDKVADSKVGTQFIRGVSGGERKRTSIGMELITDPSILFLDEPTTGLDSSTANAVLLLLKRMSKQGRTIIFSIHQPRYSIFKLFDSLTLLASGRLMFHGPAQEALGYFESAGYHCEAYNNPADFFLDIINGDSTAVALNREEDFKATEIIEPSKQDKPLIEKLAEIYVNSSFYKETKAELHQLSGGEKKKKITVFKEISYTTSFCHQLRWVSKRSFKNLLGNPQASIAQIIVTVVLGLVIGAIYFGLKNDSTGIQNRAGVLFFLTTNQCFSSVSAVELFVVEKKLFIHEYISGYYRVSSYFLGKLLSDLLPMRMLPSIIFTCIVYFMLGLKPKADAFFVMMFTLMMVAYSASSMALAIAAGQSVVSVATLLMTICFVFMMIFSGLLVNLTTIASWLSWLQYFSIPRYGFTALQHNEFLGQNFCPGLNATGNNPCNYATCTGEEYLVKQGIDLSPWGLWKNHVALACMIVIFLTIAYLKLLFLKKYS
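Measure – % inhibition of efflux relative to nicardipine and DMSO · Test system – ABCG2 IgMXP3 and barcoded ABCB1 CCRF-Adr cell mix · Control set – nicardipine as high control, DMSO as low control · Compound – one concentration, 6.6 µM final · Signal – flow cytometry of retained JC-1 fluorescence · Timing – 10 min exposure at 25 °C with rotation, no wash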
Rac1 wt GTP bind: modulators of human Rac1 wildtype GTP binding | P63000 | GTP binding activity (% of control), % at 10 µM | GST-Rac1 beads, fluorescent GTP binding, flow cytometry; actives lie on both sides; 0 = cold GTP competed, 100 = untreated | hit rate 0.27% among 190,000;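 active = GTP binding activity at least 20 points away from the 100% control level, either lower or higher; inconclusive = compound flagged as likely green fluorescent, judged across all proteins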
ABCB1 block: blocks JC-1 efflux by human ABCB1 transporter; CCRF-Adr cells, flow cytometry; inhibition, % at 6.6 µM; hit rate 0.067% among 190,000; in the data active = inhibition above about 40%;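 also: 0% = vehicle and 100% = reference inhibitor; higher value means more JC-1 retained so stronger ABCB1 efflux block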
Cdc42 wt GTP: changes GTP binding to wildtype human Cdc42 | AID 761 | P60953 | GST-Cdc42 beads, Bodipy-GTP binding, flow cytometry; actives lie on both sides | percent activity (GTP binding), % at 10 µM | hit rate 0.2% among 190,000;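 active = percent activity GTP binding at least 20 points away from the 100% baseline, either down as inhibitor or up as activator; inconclusive = compound flagged as likely green fluorescent from well-wide comparison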;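 also: median bead fluorescence of bound Bodipy-FL-GTP at 100 nM; 0% = excess unlabeled GTP control and 100% = no compound control; below 100% means less GTP binding so inhibitor and above means activator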
Target sequence (P60953 whole entry, looked up): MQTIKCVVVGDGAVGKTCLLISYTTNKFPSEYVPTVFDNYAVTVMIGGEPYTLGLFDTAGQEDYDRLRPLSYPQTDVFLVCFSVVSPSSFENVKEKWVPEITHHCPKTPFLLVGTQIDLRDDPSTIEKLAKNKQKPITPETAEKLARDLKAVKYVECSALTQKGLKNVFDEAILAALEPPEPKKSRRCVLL
Rac1 mut GTP: alters GTP binding to activated mutant human Rac1; percent activity (GTP binding), % at 10 µM; hit rate 0.11% among 190,000; GST-Rac1 activated beads, fluorescent GTP binding, flow cytometry; actives lie on both sides; 100% means binding = to untreated wells; P63000;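 active = GTP binding at least 20 percentage points away from the 100% baseline, in either direction, so actives lie on both sides; inconclusive = Compound likely fluorescent itself, or too few beads counted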
* = called active by the depositor; u = inconclusive; x = not tested or not shown.

SMILES	Avidin fluor	Pf gametocyte	HRas wt GTP	Rab7 wt modul	Mcl1 Noxa PPI	Rab2 wt GTP	ABCG2 inh	Rac1 wt GTP bind	ABCB1 block	Cdc42 wt GTP	Rac1 mut GTP
COc1cccc(OC)c1/C(O)=C(\C#N)c1nc2ccccc2[nH]1	18	-25	96	97	-5	97	2	94	0.7	96	95
CCOC(=O)NC(=O)CSc1nc2ccc(OCC)cc2[nH]1	16	x	103	95	13	103	6	104	0.4	104	102
COc1cc(CC(=O)OCC(=O)NC2CCCCC2)cc(OC)c1OC	8	7	96	95	0	98	1	99	0.1	95	96
Cc1nc2ccc(N3C(=O)CCC3=O)cc2[nH]1	9	x	103	100	20	103	1	112	0.3	104	103
COC(=O)c1ccc(OCC(O)CN2C(=O)NC(C)(C)C2=O)cc1 (stereo not given)	5	x	102	102	0	101	0	103	-2.3	101	99
O=C(Nc1ccc(F)cc1)C1CCN(S(=O)(=O)c2cccs2)CC1	12	-30	99	93	2	98	9	98	0.4	99	95
Cc1cc(C)n(S(=O)(=O)/C=C/c2ccccc2)n1	32	-35	100	99	23	99	-2	102	0.1	101	95
CCn1c(COc2ccccc2C)nnc1SCC(=O)NCc1ccccc1	5	x	100	96	-10	97	2	99	0.5	100	97
CCc1ccc(NC(=S)N(CCN2CCOCC2)Cc2ccccc2F)cc1	11	-10	97	101	-13	99	2	99	0.1	97	96
Cc1c(C(=O)OCC(=O)Nc2c(C)n(C)n(-c3ccccc3)c2=O)oc2ccccc12	12	-19	95	95	13	96	5	93	0.7	96	95
CCC(C)Sc1nc2c([nH]c3ccccc32)c(=O)n1C (stereo not given)	5	x	99	99	6	100	4	100	0.8	102	97
NC(=O)c1ccc(NC(=O)Cn2c(=O)n(-c3ccccc3)c(=O)c3oc4ccccc4c32)cc1	5	1	97	105	-12	99	0	98	0.5	96	96
O=C(NCCCN1CCc2ccccc2C1)Nc1ccc(Br)cc1	14	x	100	101	-1	102	11	102	4.2	102	100
Cc1ccc(C)c2[nH]c(=O)c(CN(CCN3CCCC3)C(=O)Nc3ccc(F)cc3)cc12	6	x	94	96	-2	93	-2	96	-1.6	95	92
CN1CCN(S(=O)(=O)c2cccc(C(=O)N(c3ccccn3)C3CCCCC3)c2)CC1	8	x	104	102	1	104	2	105	0.2	107	101
C/C(CC(=O)NCc1ccco1)=N\NC(=O)Cc1ccccc1	6	x	101	100	18	101	1	102	0.5	101	100
Cc1noc(C)c1CSCC(=O)N1CCN(c2ccc(F)cc2)CC1	6	-25	97	98	1	96	-2	100	-1.9	100	97
O=C(NC1=NCCS1)c1sc2ccccc2c1Cl	x	-10	98	99	3	98	9	102	0.3	100	100
CC(C)CC(=O)O/N=C1\C(=O)N(Cc2ccc(Cl)cc2)c2ccc([N+](=O)[O-])cc21	8	x	98	100	5	98	9	98	0.9	100	97
COc1ccc(C(=O)NC(C)c2nc3ccccc3[nH]2)cc1OC (stereo not given)	9	2	102	105	1	102	3	104	0.6	101	99

A different layout for part of the listing above:
SMILES: O=C(NC1=NCCS1)c1sc2ccccc2c1Cl
  Avidin fluor = x
  Pf gametocyte = -10
  HRas wt GTP = 98
  Rab7 wt modul = 99
  Mcl1 Noxa PPI = 3
  Rab2 wt GTP = 98
  ABCG2 inh = 9
  Rac1 wt GTP bind = 102
  ABCB1 block = 0.3
  Cdc42 wt GTP = 100
  Rac1 mut GTP = 100

SMILES: CC(C)CC(=O)O/N=C1\C(=O)N(Cc2ccc(Cl)cc2)c2ccc([N+](=O)[O-])cc21
  Avidin fluor = 8
  Pf gametocyte = x
  HRas wt GTP = 98
  Rab7 wt modul = 100
  Mcl1 Noxa PPI = 5
  Rab2 wt GTP = 98
  ABCG2 inh = 9
  Rac1 wt GTP bind = 98
  ABCB1 block = 0.9
  Cdc42 wt GTP = 100
  Rac1 mut GTP = 97

(list continues)
SMILES	Avidin fluor	Pf gametocyte	HRas wt GTP	Rab7 wt modul	Mcl1 Noxa PPI	Rab2 wt GTP	ABCG2 inh	Rac1 wt GTP bind	ABCB1 block	Cdc42 wt GTP	Rac1 mut GTP
CC(C)Oc1ccc(C(=O)N2CCCC2C(=O)O)cc1 (stereo not given)	15	x	u	u	-10	u	-1	u	1.2	u	u
CCOC(=O)CSc1ccc(C(=O)N2CCN(C)CC2)cc1[N+](=O)[O-]	14	16	95	92	6	93	2	100	0.4	96	94
CCOc1ccc(-c2[nH]ncc2-c2ccc(OC)c(OC)c2)c(O)c1	3	x	105	104	23	106	2	107	0.1	106	101
COc1ccc(NC2=NC(=S)N(c3ccc(C)cc3)C23CCCCC3)cc1	39	x	101	104	-4	102	0	97	-0.1	100	97
COc1ccc(OC(=O)Nc2ccccc2)cc1	21	x	103	100	1	101	1	109	0.1	106	105
C1CCC(c2nn3c(-c4n[nH]c5c4CCC5)nnc3s2)CC1	12	0	100	105	15	100	2	105	0.8	99	98
S=c1nc(SCc2ccccc2)[nH]c2ccccc12	8	14	93	94	7	93	-3	99	-1.3	93	94
CCN(CC)C(=O)c1sc(N)c(C(=O)OC(C)C)c1C	6	x	99	99	-4	98	4	101	0.4	98	98
CC(=O)NC(=S)Nc1sc2c(c1C(N)=O)CCC(C)C2 (stereo not given)	12	-6	99	105	32	97	0	97	-0.2	95	92
CC(=O)Oc1ccc(N(C(C)=O)S(=O)(=O)c2cccs2)c2ccccc12	8	23	98	99	10	98	3	102	0.0	95	97
CC(=O)Nc1ccc(S(=O)(=O)C(C#N)c2nc3ccccc3nc2NCCN2CCOCC2)cc1 (stereo not given)	13	-5	99	102	17	99	0	102	-0.2	97	99
O=C(Nc1ccccc1SCC1CSc2nc3ccccc3c(=O)n21)c1ccccc1Cl (stereo not given)	x	10	103	100	3	102	3	105	0.3	103	100
Cc1cccc2c(C(=O)Nn3cnnc3)cc(-c3ccccc3Cl)nc12	8	4	97	109	38	95	-1	99	-0.4	92	94
Cc1cc(C)nc(NS(=O)(=O)c2ccc(NC(=O)C3CC(=O)N(c4ccccc4)C3)cc2)n1 (stereo not given)	3	11	98	93	14	95	4	92	1.8	92	93
Cc1ccc(-c2nn(-c3cccc(F)c3)cc2CNCCc2ccncc2)o1	2	-4	99	106	14	101	20	100	8.2	96	95
COCCNC(=O)c1cc2oc3ccccc3c2n1C	8	x	99	97	9	100	1	101	-0.2	101	97
CCOc1cc(-c2nc3ccccn3c2NCC2CCCO2)ccc1O (stereo not given)	35	-12	102	104	-1	101	4	104	1.1	102	100
COc1ccc(-n2c(SCC(=O)Nc3ccccc3)nc3c(c2=O)SCC3)cc1	7	x	100	100	-1	100	2	103	0.8	100	100
Cc1nn(CCOc2cccc(Br)c2)c(C)c1[N+](=O)[O-]	10	12	96	98	17	98	7	98	0.6	95	95
COc1ccc(-c2nn(-c3ccccc3)cc2CNC(=O)c2cccc([N+](=O)[O-])c2)cc1	9	5	100	99	32	101	1	103	0.4	100	98
CS(=O)(=O)N(CC(=O)NCCSCc1ccco1)c1ccc2c(c1)OCO2	1	13	94	92	-7	95	-3	94	-0.2	94	93
CC1CCCC(C)N1C(=O)CSCc1ccc(Cl)cc1 (stereo not given)	35	1	105	102	3	104	5	108	0.5	100	100
N=c1c2c(-c3ccccc3)c(-c3ccccc3)oc2ncn1CCCN1CCOCC1	33	x	104	103	-13	102	2	104	0.7	103	100
COc1ccc(C2CCCN2C(=S)Nc2cccc(C)c2)cc1OC (stereo not given)	6	14	98	98	-25	99	23	99	3.3	96	100
COc1ccccc1OCC(=O)NCCSCc1cccc(Cl)c1	16	1	97	98	16	97	0	100	-0.3	98	97
CCOC(=O)C1(C(=O)O)NC(=O)CC1c1ccccc1 (stereo not given)	8	x	103	103	22	105	1	106	0.2	107	103
Cc1ccc2cc(CN(Cc3cccs3)C(=O)c3ccco3)c3nnnn3c2c1C	2	x	98	96	2	97	9	99	22	98	98
Cc1ccc(NC(=O)c2cc(N3C(=O)C4CCCCC4C3=O)ccc2N2CCOCC2)cc1 (stereo not given)	12	x	99	102	18	101	4	99	1.9	100	98
O=C(Cc1cn2ccsc2n1)OCc1nc2ccccc2s1	16	x	98	99	11	97	2	97	0.2	97	95
CC(C)(C)c1cc(NC(=O)CCSc2nnc3ccccn23)cc(C(C)(C)C)c1	7	-23	101	99	-11	98	4	104	0.4	99	101
COc1cccc(-c2cnc(OC(C)(C)C)nc2OC(C)(C)C)c1	7	x	101	98	3	98	1	105	0.0	103	102
N/C(=N\OC(=O)N1CCOCC1)c1ccccc1	11	x	104	100	0	105	0	103	-0.1	104	100
COc1cccc(CNC(=O)c2nnn(-c3ccc(OC(F)(F)F)cc3)c2N)c1	7	12	101	96	-11	100	3	109	0.4	104	102
COC(=O)C(C(=O)NCC1CCCO1)C1CCCCCC1 (stereo not given)	34	-2	100	95	15	97	2	100	0.4	101	98
N#C/C(=N\Nc1ccc(S(=O)(=O)N2CCCCC2)cc1)C(N)=S	9	8	97	99	45	95	0	100	0.1	99	98
Cc1cc(=O)[nH]c(SCC(=O)Nc2cccc3ccccc23)c1C#N	132*	x	98	100	2	97	2	100	0.6	98	96
COc1cc(Cl)ccc1NC(=O)COc1ccccc1C(=O)N1CCN(c2ccc(O)cc2)CC1	34	4	106	107	37	105	3	106	1.5	109	102
O=S(=O)(Cc1ccccc1)N1CCC(c2nc(-c3cccs3)no2)CC1	11	x	96	94	-6	95	3	92	0.3	96	95
Fc1ccc(C2=Nn3c(Cc4ccccc4F)nnc3SC2)cc1	9	x	109	105	-9	108	2	107	0.1	110	105
Nc1ccc(CN2CCOCC2)cc1	13	5	99	100	1	101	2	101	0.3	102	96
CCCOC(=O)c1c(N)sc2c1CCC2	3	x	100	102	-12	98	1	101	-0.1	98	97
COc1cccc(-c2nnc(SCC(=O)N3CC(C)CC(C)C3)o2)c1 (stereo not given)	7	x	102	102	3	101	-4	107	-1.5	105	100
Cc1ccccc1-c1nnc(SCc2ccccc2F)o1	7	-14	104	103	4	102	2	108	0.5	102	100
O=C(Nc1nn[nH]n1)c1cc(-c2ccc(Cl)c(Cl)c2Cl)nc2ccccc12	10	7	u	u	-25	u	6	u	1.5	u	u
Cc1cc(C(=O)OCC(=O)NC(C)(C)C)c2ccccc2n1	6	x	101	96	5	102	46	103	1.1	99	95
C/C(=N/NC(=O)Cn1nc2ccccc2n1)c1ccc(F)cc1	14	-1	100	97	8	102	2	100	0.2	102	102
Cc1ccc(S(=O)(=O)N2CCC(c3nc4c(nnn4Cc4ccccc4)c(=O)[nH]3)CC2)cc1	10	x	96	97	8	92	1	96	0.2	94	93
COCCn1c(SCC(=O)N2CCCc3ccccc32)nc2c(c1=O)SC(C)C2 (stereo not given)	8	x	97	98	2	95	-6	101	-2.0	97	97

Screening data from PubChem.
